bovine MsrA act: bovine methionine sulfoxide reductase A activation | purified bovine MsrA, absorbance read-out | activation, % at 10.6 µM | hit rate 0.3% among 360,000; in the data active means activation above about 7.5%;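 further: 0% = vehicle and 100% = reference activator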
MsrA inh: bovine MsrA inhibition. purified bovine MsrA, absorbance read-out. inhibition, % at 15.5 µM. hit rate 0.75% among 360,000; in the data active means inhibition above about 4.5%;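 further: 0% = vehicle wells with enzyme and 100% = reference inhibitor wells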
NRP1-CendR mod: NRP-1/CendR interaction modulation; O14786; FAM-RPARPAR peptide binding to NRP-1, fluorescence polarization; inhibition, % at 25 µM; hit rate 0.85% among 360,000;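 active means inhibition or corrected inhibition above about 18%, plus a signal ratio from 0.5 to 1.5, limit read from the data, passing the limit was not always enough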; further: strong numbers were not always called active
PABP1 MLLE inh: inhibitors of microRNA-mediated deadenylation, human PABP1 MLLE binding | GST-MLLE / FITC-PAM2 fluorescence polarization | inhibition, % at 20 µM | P11940 | hit rate 0.36% among 360,000 | AID 588489; in the data active means inhibition above about 35%, passing the limit was not always enough;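 further: plate controls were DMSO wells with GST-MLLE for no effect and wells lacking GST-MLLE protein for full effect; some results filed as inactive read as strong as hits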
FAS-TE inh: blocks the thioesterase domain of human fatty acid synthase. recombinant FAS-TE, OMFH fluorogenic substrate, fluorescence endpoint. P49327. inhibition, % at 15 µM. hit rate 0.67% among 360,000;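 active means compounds whose normalised, plate-corrected inhibition of enzyme fluorescence in the single-dose primary screen is 50% or more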;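 further: 0% = DMSO with enzyme and 100% = substrate without enzyme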
Target sequence (P49327 whole entry, looked up, the tested form may be a part): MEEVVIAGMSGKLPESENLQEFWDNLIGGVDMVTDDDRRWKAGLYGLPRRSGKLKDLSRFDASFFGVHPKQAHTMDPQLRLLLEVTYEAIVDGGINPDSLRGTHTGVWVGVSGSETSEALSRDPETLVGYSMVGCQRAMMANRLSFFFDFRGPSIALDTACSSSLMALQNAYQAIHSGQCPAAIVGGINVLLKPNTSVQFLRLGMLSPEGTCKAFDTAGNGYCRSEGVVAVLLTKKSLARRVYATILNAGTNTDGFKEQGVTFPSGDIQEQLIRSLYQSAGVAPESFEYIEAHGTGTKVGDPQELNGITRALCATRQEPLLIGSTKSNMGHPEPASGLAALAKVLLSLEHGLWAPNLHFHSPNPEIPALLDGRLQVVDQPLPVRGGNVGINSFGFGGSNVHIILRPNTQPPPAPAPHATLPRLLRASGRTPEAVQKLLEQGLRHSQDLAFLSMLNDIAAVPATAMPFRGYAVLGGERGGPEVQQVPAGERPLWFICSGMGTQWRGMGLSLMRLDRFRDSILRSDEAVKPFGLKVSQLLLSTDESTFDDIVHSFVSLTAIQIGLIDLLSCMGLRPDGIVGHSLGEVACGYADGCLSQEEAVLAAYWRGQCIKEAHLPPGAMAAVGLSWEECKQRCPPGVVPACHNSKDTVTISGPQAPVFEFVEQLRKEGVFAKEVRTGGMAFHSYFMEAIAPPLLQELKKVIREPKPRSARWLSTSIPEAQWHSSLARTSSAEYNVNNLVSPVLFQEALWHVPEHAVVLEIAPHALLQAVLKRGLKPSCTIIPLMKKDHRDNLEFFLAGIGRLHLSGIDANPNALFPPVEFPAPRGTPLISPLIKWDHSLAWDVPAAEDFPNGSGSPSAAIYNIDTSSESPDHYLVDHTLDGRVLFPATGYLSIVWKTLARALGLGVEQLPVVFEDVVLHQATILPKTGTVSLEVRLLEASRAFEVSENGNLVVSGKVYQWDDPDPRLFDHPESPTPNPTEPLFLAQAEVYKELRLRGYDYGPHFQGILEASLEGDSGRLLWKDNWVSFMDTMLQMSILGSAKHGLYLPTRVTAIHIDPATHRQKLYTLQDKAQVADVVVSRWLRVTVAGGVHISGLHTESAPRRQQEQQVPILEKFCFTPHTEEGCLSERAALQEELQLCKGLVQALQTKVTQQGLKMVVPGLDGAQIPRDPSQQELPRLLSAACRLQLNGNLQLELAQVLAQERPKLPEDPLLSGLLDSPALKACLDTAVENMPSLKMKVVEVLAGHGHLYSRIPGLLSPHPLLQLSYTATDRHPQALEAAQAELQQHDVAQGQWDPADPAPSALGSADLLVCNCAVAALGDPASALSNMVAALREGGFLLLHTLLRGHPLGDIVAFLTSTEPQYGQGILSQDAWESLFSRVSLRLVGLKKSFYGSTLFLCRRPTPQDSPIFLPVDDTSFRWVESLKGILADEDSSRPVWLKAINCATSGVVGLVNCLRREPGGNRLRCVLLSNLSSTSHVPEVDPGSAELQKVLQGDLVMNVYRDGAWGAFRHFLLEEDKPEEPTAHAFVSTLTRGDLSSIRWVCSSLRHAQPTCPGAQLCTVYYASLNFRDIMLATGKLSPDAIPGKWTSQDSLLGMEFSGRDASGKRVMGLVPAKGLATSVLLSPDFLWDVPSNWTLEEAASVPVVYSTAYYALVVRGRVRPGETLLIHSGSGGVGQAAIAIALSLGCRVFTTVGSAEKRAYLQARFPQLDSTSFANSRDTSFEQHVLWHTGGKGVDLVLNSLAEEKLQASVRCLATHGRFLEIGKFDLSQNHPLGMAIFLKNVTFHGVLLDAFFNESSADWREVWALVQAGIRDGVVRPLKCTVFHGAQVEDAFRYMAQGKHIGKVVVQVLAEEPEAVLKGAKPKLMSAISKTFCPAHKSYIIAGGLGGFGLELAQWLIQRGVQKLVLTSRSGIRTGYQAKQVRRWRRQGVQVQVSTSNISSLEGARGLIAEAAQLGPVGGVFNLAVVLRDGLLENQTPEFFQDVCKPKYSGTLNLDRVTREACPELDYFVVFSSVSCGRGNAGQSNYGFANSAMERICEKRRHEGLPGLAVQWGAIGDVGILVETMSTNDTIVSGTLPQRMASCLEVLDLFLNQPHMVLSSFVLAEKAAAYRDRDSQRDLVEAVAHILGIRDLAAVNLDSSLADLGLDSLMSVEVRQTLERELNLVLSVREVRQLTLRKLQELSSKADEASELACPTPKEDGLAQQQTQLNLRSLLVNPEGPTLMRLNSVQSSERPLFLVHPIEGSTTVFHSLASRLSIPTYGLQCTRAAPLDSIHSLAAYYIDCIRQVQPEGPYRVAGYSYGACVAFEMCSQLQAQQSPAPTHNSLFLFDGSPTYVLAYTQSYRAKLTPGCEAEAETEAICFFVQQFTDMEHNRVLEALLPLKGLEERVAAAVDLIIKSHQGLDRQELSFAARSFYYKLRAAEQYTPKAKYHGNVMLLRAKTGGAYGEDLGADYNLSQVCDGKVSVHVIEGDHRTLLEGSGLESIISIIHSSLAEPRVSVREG
Tb MetRS inh: Trypanosoma brucei MetRS inhibition | inhibition, % at 11.9 µM | hit rate 0.4% among 360,000 | purified T. brucei MetRS, ATP depletion, Kinase-Glo luminescence;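 active means inhibition above a per-plate cutoff of the control wells' mean inhibition plus 3 SD, cut at about 5.5% in these data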;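 further: 0% = DMSO wells median and 100% = median of wells with control inhibitor compound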
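Material – parasite MetRS enzyme · Medium – HEPES-MgCl2-KCl buffer plus DTT, spermine, BSA, pyrophosphatase · Reagent – ATP, methionine and E. coli bulk tRNA substrates · Times – 15 min enzyme-compound preincubation, 2 h reaction, 10 min detection, 25 °C · Measured by – luminescence of leftover ATP · Evaluation – percent inhibition relative to median high and low control wells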
MT1-MMP act inh: inhibitors of human MT1-MMP activation; hit rate 0.061% among 360,000; HT1080 RFP-PRO-GFP cells, GFP/RFP ratio fluorescence, overnight; percent of plate control window, DMSO zero; AID 651647; GFP/RFP ratio change, % at 20 µM;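 active means GFP/RFP ratio change of at least 30% with cell ATP level not reduced by more than half and red fluorescence within 50% of control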; further: strong numbers were not always called active
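Read-out: GFP/RFP fluorescence ratio; Test system: RFP-PRO-GFP reporter HT1080 cells; Compound dosing: single-point 20 µM compound, 1% DMSO; Times: overnight compound exposure at 37 °C.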
SKN-1 block: C. elegans SKN-1 inhibition | C. elegans VP596 Pgst-4::GFP/RFP ratio, acrylamide-induced, 24 h | inhibition, % at 21.8 µM | hit rate 0.49% among 360,000 | AID 624304;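 active means interference check ratio from 0.5 to 1.5 plus GFP to RFP signal ratio inhibition reaching or exceeding a fixed threshold, cut at about 30% in these data, passing the limit was not always enough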; further: some compounds called inactive have numbers as strong as hits
E coli Lon inh: E. coli protease La inhibition | AID 602123 | P0A9M0 | inhibition, % at 7.94 µM | purified E. coli Lon protease, fluorescence polarization | hit rate 0.42% among 360,000; in the data active means inhibition above about 13%, passing the limit was not always enough;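 further: 0% = enzyme with probe and DMSO and 100% = no enzyme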
Active calls of the source: *; . = no result given.

SMILES | bovine MsrA act | MsrA inh | NRP1-CendR mod | PABP1 MLLE inh | FAS-TE inh | Tb MetRS inh | MT1-MMP act inh | SKN-1 block | E coli Lon inh
CN(C)c1c(-c2ccccc2)cc(-c2ccccc2)[nH]c1=O | 2 | 1.5 | 10 | 15 | 8 | -0.2 | -9 | 21 | -1
Cc1cc(Nc2ccccc2C(=O)O)n(-c2ccc([N+](=O)[O-])cc2)n1 | -9 | 0.7 | 3 | -30 | 3 | -1.4 | 6 | -4 | 7
Cc1cccc(CSc2nc3c(c(=O)n2C)SCC3)c1 | -1 | 0.8 | -1 | 9 | 12 | 0.0 | -7 | 7 | 12
COc1ccc(/C=N/NC(=O)C(C)Sc2ccccn2)cc1[N+](=O)[O-] (stereo not drawn) | 2 | 1.4 | 6 | -117 | 0 | -0.1 | 3 | -2 | 9
CC1=CC2(C#N)C3(N=C(N)C2(C#N)C(c2ccccc2)N1)OCCO3 (stereo not drawn) | -7 | 0.6 | 5 | 21 | -6 | -0.8 | -7 | 1 | 16
CN(C(=O)OC(C)(C)C)c1ccc(-c2nc3ccccc3s2)cc1 | -6 | -1.4 | 2 | 0 | 33 | -0.2 | 6 | 43* | 0
CCC(=O)NC(Nc1sc2c(c1C(=O)OC)CCC2)C(Cl)(Cl)Cl (stereo not drawn) | -3 | 0.0 | 2 | -78 | 14 | 0.1 | -9 | 2 | 9
O=C1c2ccccc2NC2(CCCC2)N1NS(=O)(=O)c1ccccc1 | -9 | 3.2 | -4 | 9 | -6 | -1.1 | -4 | -3 | -3
O=C1C=C(c2ccc(Cl)cc2)OC2(CCCC2)O1 | -2 | -0.2 | 6 | 3 | 2 | -0.7 | -5 | 10 | -4
Cn1ccc2ccc(C3=CC(=O)C[C@H](c4ccc(F)cc4)C3)cc21 | -3 | 1.3 | 16 | 7 | 20 | -0.2 | 5 | 0 | 5
COc1ccc(OC)c(CN2CCC(Cc3ccccc3)CC2)c1 | -2 | 1.1 | 5 | 6 | 2 | -0.4 | 5 | 10 | -4
CCOc1ccc(-c2cc(C(=O)O)c3ccccc3n2)c(OCC)c1 | -10 | 1.2 | -5 | -4 | -6 | -0.1 | 4 | -8 | 5

In another format: entries from further up.
SMILES,bovine MsrA act,MsrA inh,NRP1-CendR mod,PABP1 MLLE inh,FAS-TE inh,Tb MetRS inh,MT1-MMP act inh,SKN-1 block,E coli Lon inh
Cc1cc(Nc2ccccc2C(=O)O)n(-c2ccc([N+](=O)[O-])cc2)n1,-9,0.7,3,-30,3,-1.4,6,-4,7
Cc1cccc(CSc2nc3c(c(=O)n2C)SCC3)c1,-1,0.8,-1,9,12,0.0,-7,7,12
COc1ccc(/C=N/NC(=O)C(C)Sc2ccccn2)cc1[N+](=O)[O-] (stereo not drawn),2,1.4,6,-117,0,-0.1,3,-2,9
CC1=CC2(C#N)C3(N=C(N)C2(C#N)C(c2ccccc2)N1)OCCO3 (stereo not drawn),-7,0.6,5,21,-6,-0.8,-7,1,16
CN(C(=O)OC(C)(C)C)c1ccc(-c2nc3ccccc3s2)cc1,-6,-1.4,2,0,33,-0.2,6,43*,0
CCC(=O)NC(Nc1sc2c(c1C(=O)OC)CCC2)C(Cl)(Cl)Cl (stereo not drawn),-3,0.0,2,-78,14,0.1,-9,2,9
O=C1c2ccccc2NC2(CCCC2)N1NS(=O)(=O)c1ccccc1,-9,3.2,-4,9,-6,-1.1,-4,-3,-3
O=C1C=C(c2ccc(Cl)cc2)OC2(CCCC2)O1,-2,-0.2,6,3,2,-0.7,-5,10,-4
Cn1ccc2ccc(C3=CC(=O)C[C@H](c4ccc(F)cc4)C3)cc21,-3,1.3,16,7,20,-0.2,5,0,5
COc1ccc(OC)c(CN2CCC(Cc3ccccc3)CC2)c1,-2,1.1,5,6,2,-0.4,5,10,-4
CCOc1ccc(-c2cc(C(=O)O)c3ccccc3n2)c(OCC)c1,-10,1.2,-5,-4,-6,-0.1,4,-8,5

(list continues)
SMILES | bovine MsrA act | MsrA inh | NRP1-CendR mod | PABP1 MLLE inh | FAS-TE inh | Tb MetRS inh | MT1-MMP act inh | SKN-1 block | E coli Lon inh
Cc1ccc(S(=O)(=O)c2ccc([N+](=O)[O-])cn2)cc1 | 4 | 1.7 | 6 | 15 | 34 | 0.0 | 1 | 6 | 3
NC(=O)C1CCN(C(=O)/C=C/c2cccc(Br)c2)CC1 | -7 | 0.7 | 1 | -5 | -6 | -0.9 | 0 | -5 | 1
CCC1OC(=O)C(C)C(OC2C[C@@](C)(OC)C(O)C(C)O2)C(C)C(O[C@@H]2OC(C)CC(N(C)C)C2O)[C@](C)(O)CC(C)C(=NOCOCCOC)C(C)C(O)[C@]1(C)O (stereo partly drawn) | 4 | -1.3 | -8 | 9 | -4 | -0.6 | -14 | -1 | -4
CCCCCOc1ccc(/C=C/C(=O)NCCc2nc3ccccc3[nH]2)cc1OC | -5 | 2.4 | -6 | -3 | 0 | -1.1 | 1 | 17 | 0
NC1=NC[C@@H](Cc2ccc(O)cc2)N1CCc1cccc2ccccc12 | -1 | 0.0 | -4 | -9 | -16 | -0.3 | -1 | 0 | 3
CCCC(=O)Nc1nnc(SCC(=O)N2C(C)CCCC2C)s1 (stereo not drawn) | 1 | 0.2 | 9 | -6 | -2 | -0.5 | 3 | 11 | -1
O=C(CSc1nc(-c2ccco2)cc(C(F)(F)F)n1)NCCCn1ccnc1 | -14 | 1.2 | -7 | -13 | -8 | 0.0 | 9 | -10 | -13
Cc1cccc(-n2c(C)cc(C(=O)NC3CCCCC3)c2C)c1 | -4 | 0.4 | -10 | -6 | 4 | -0.9 | -1 | 4 | -10
O=C(Cn1nc(C(=O)O)c2ccccc2c1=O)c1cc(F)ccc1F | -5 | 0.1 | 4 | 9 | -5 | 2.6 | 5 | -4 | -19
COC(=O)C1=C(C(=O)OC)[C@]2([C@@H]3CC=CCN[C@@H](Cc4ccccc4)C(=O)N3Cc3ccccc3)C=C[C@H]1O2 | -3 | 0.0 | 2 | -3 | 41 | 1.1 | -28 | -9 | -3
O=C(COC(=O)c1ccc(Br)cc1)NCC1CCCO1 (stereo not drawn) | -2 | 1.0 | -5 | -6 | -4 | -0.2 | 1 | 8 | 12
CCN1C[C@@H]2[C@@H]3C(=O)N(Cc4ccccc4)C(=O)[C@@H]3[C@](CC)(C1=O)N2C(=O)c1ccc(Cl)c(Cl)c1 | -2 | . | 22 | 8 | -8 | -0.1 | -1 | 1 | 5
O=C(C#Cc1ccccc1)Nc1ccc(F)cc1 | 0 | 0.4 | -2 | 22 | 3 | -0.7 | 5 | 5 | -3
Cc1c(Cl)cccc1NC(=O)CSc1nccn1C | -7 | -0.5 | 6 | -3 | -5 | -0.6 | 1 | -18 | 0
Cc1ccc(SC(C)C(=O)NCCC2=CCCCC2)cc1 (stereo not drawn) | -1 | -0.7 | 6 | 0 | -7 | -0.1 | 4 | 17 | -2
O=C(O)c1ccccc1C(=O)Nc1ccc(Oc2ccccc2)cc1 | 0 | -1.1 | -12 | -2 | -2 | -0.1 | 0 | 8 | 8
CCc1cccc(NC(=S)N(CCOC)C(C)c2ccco2)c1 (stereo not drawn) | -4 | -0.8 | 8 | -94 | 16 | -0.1 | -1 | -4 | 2
O=C(O)C(Cc1c[nH]c2ccccc12)NS(=O)(=O)c1cccc2nsnc12 (stereo not drawn) | -3 | 1.9 | -6 | 0 | -5 | -0.6 | -2 | -9 | -6
CCC(C)NC(=O)Cn1c(-c2ccccc2)cc(C(C)=O)c1C (stereo not drawn) | -4 | -0.1 | 6 | 1 | -8 | -0.8 | 0 | -7 | 5
O=C(COc1ccccc1[N+](=O)[O-])Nc1ccc(NC(=O)c2cc3ccccc3o2)cc1 | -2 | -0.2 | 3 | 1 | 4 | 1.0 | -3 | 0 | 4
COc1ccc(CC(NC(C)=O)C(=O)NC2CCN(C(=O)c3ccc(Cl)cc3)CC2)cc1 (stereo not drawn) | -2 | -0.6 | 6 | -12 | -4 | -0.7 | -2 | -3 | 12
O=C(COC(=O)c1cc(Cl)cc(Cl)c1)NCCN1C(=O)CSC1=O | -2 | -1.4 | 4 | 7 | -10 | 0.0 | 3 | 2 | 9
CC(=O)OC1CCC2C3CCc4cc(OP(=O)(N5CC5)N5CC5)ccc4C3CCC12C (stereo not drawn) | -4 | -0.3 | -9 | 5 | -7 | -0.2 | 9 | -5 | 0
CN(C)C(=O)COC(=O)c1cccc(CN2C(=O)c3ccccc3C2=O)c1 | -3 | -0.7 | 5 | 0 | -3 | -0.7 | -4 | 6 | -4
COCCCN(C(=O)Nc1cccc(Cl)c1)C(C)c1ccccn1 (stereo not drawn) | -4 | -2.0 | -2 | -12 | -3 | 0.1 | 0 | 9 | 2
Cn1c(SCC(=O)NCc2ccco2)nnc1C1CC1 | -5 | 0.2 | 7 | 3 | -8 | -0.3 | 3 | 7 | -5
COCCNC(=O)C1(C)CCCN(CC(=O)c2ccc(OC)cc2)C1 (stereo not drawn) | -8 | 0.9 | 8 | 4 | -8 | -0.1 | 0 | -8 | -1
CCc1ccc(CCC(=O)Nc2nccs2)o1 | -5 | 2.0 | 10 | -4 | -7 | -0.9 | 0 | 2 | -4
O=C(C1CCCCC1)N1C[C@H](n2cc(-c3ccc(F)cc3)nn2)[C@@H](O)C[C@@H]1c1ccccc1 | -3 | -0.4 | 1 | -8 | -1 | -0.2 | 4 | 5 | -4
COc1ccc(NC(=O)c2cccn(CC=C(C)C)c2=O)cc1 | -5 | 4.7* | 14 | -16 | 10 | -0.7 | 2 | 4 | -4
COc1ccc(-c2noc(CSc3nnc(-c4ccccc4)n3C)n2)cc1 | -7 | . | -3 | 2 | -5 | -1.2 | 1 | 11 | 0
CCN(CC)CCCNC(=O)c1cc(Nc2ccc(OC)cc2OC)nc2ccccc12 | -2 | 0.2 | 2 | 9 | -2 | -0.5 | -4 | 19 | -3
CCCCOc1ccccc1C1C(C(N)=O)=C(C)Nc2nnnn21 (stereo not drawn) | -7 | -0.1 | -1 | -7 | -7 | -0.7 | 2 | 0 | -4
Cc1ccc(C(=O)CC2C(=O)N(c3ccccc3)C(=S)N2c2ccccc2)cc1 (stereo not drawn) | -3 | -0.1 | -7 | -8 | 53* | 0.1 | -3 | -6 | -7
O=C(c1cc(C2CC2)on1)N1CCN(C(c2ccccc2)c2ccccc2)CC1 | -8 | -0.3 | 9 | 7 | 27 | -0.6 | -9 | 0 | 2
Cc1cc(C(=O)CSc2nnc(Nc3ccccc3F)s2)c(C)n1CC1CCCO1 (stereo not drawn) | -6 | 1.1 | 14 | -26 | 9 | -0.5 | 16 | 9 | 5
COc1cccc(CNC(=O)CCC2CCCN(c3cc(C)nc(N4CCCC4)n3)C2)c1 (stereo not drawn) | 0 | 2.1 | -4 | -1 | -2 | -0.1 | -9 | -1 | -4
CC(=O)Oc1cc(C)cc2oc(=O)cc(-c3ccccc3)c12 | 1 | 9.1* | -2 | -11 | 4 | 0.0 | 2 | 0 | -14

From PubChem BioAssay

Compounds were not picked by outcome (roughly 4% active in at least one column).
